Screens from PubChem BioAssay.
NCI-60 one-dose screen, 48 h, at 10 µM unless noted. Numbers give growth in % (100 = growth as untreated, 0 = no growth, -100 = all killed).
HL-60(TB) – HL-60(TB) leukemia cells; hit rate 9% among 78,000; active = growth percent below 10
Starred values were filed as active, the others as inactive; & = joins results of further samples; [ ] = another dose, or the depositor's remark. The list is partial; count on the stated rates, not on these rows.

SMILES	HL-60(TB)
O=C(Nc1cccc2c(O)c(N=Nc3ccc(S(=O)(=O)Nc4nccs4)cc3)cc(N=Nc3ccc(S(=O)(=O)Nc4nccs4)cc3)c12)C(Cl)Cl	101.9
CC(=O)Oc1ccc(/C(=C(\C)c2ccc(Cl)cc2)c2ccc(OCCN3CCCCC3)cc2)cc1	27.4
C/C(=N\NC(=S)Nc1ccccc1)c1nnn(-c2ccc(F)cc2)c1C	52.2
O=c1c(-c2n[nH]c(=S)o2)cnc2nc[nH]n12	105.4
CC(=O)C(=O)N(N)C1=NN=C2N=C(C)C=C(c3ccccc3)N2N1	100.4
O=c1[nH]c(=S)c2c(n1CCCO)CCC2	95.6
COC(=O)C1C(=O)COC1C (stereo not drawn)	96.8
Cc1cccc(NC(=O)CCc2ccc(N3C(N)=NC(N)=NC3(C)C)cc2)c1	20.1
Nc1ccc(-c2ccc(N)cc2)cc1	113.1
N#CSc1ncnc2nc[nH]c12	26.5
Nc1nonc1-c1nc2ccccc2n1CC(=O)Nc1ccc(OC(F)(F)F)cc1	102.3
O=C(N(c1ccccc1)c1ccccc1)N(c1ccccc1)c1ccccc1	64.6
O=C(Nc1ccc(-n2cnc3cc(-c4ccc(O)cc4)ccc32)cc1)c1ccccc1	66.6
Clc1ccc(NCc2nnc(-c3ccccc3)o2)cc1	94.6
COc1ccc(CNc2ccccn2)cc1OC	108.3
Cc1ccc(NS(=O)(=O)c2ccc(-c3cnc(C4CC4)o3)cc2)cc1C	-1.2*
CC[C@@]1(OC(=O)CN(C)C)C(=O)OCc2c1cc1n(c2=O)Cc2cc3c(N)cccc3nc2-1	-2.3*
CC(=O)c1ccc(NS(=O)(=O)c2ccc([N+](=O)[O-])cc2)cc1	90.3
O=C(c1ccccc1)c1ccc2nc(-c3ccco3)c(-c3ccco3)nc2c1	81.4
COc1cc2c(c(OC)c1OC)C1(CCCO1)c1cc3c(c(OC)c1-2)OCO3 (stereo not drawn)	106.5
COc1ccc2c(c1)CC[C@@H]1[C@@H]2CC[C@]2(C)C3C(=CC(COC(C)=O)C4C(=O)c5c(O)cccc5C(=O)C43)C[C@@H]12 (stereo partly drawn)	73.3
O=C(c1ccccc1)N(Cc1ccccc1)Cc1ccccc1	98.5
CC(C)CC1(C)CNC(=O)NC1	99.5
c1ccc(Cn2cc(-c3nc4ccccc4n3Cc3ccccc3)c3cccnc32)cc1	115.3
Nc1ccc(-c2nnc(NC(=O)c3ccccc3)s2)cc1	102.6
CC(C)(C)c1ccc(C2=C/C(=C\c3ccc(Cl)cc3)C(=O)N2CCc2ccc(S(N)(=O)=O)cc2)cc1	82.3
Brc1ccc2ncc3ccccc3c2c1	85.8
CN(C)CC1C(=O)C2CCC1C2 (stereo not drawn)	104.4
COC(=O)/C(CCC=C(C)C)=C1\[C@@H](OC(C)=O)C[C@@]2(C)[C@H]1C[C@@H](O)[C@H]1[C@@]3(C)CC[C@H](NCCCNCCCCN)[C@@H](C)[C@@H]3CC[C@@]12C	93.0
CSc1ncnc2c1ncn2CO	96.4
CC1=C(C#N)C2=NNC(=O)C(=O)NN2C(c2ccccc2)=C1	119.1
O=C1SC(=O)c2ccccc21	69.3
CCN(Cc1ccncc1)C(=O)C(CO)c1ccccc1 (stereo not drawn)	105.0
COc1cccc2c(N)cccc12	82.2
O=C(Nc1ccc(Cl)c(Cl)c1)NC(CO)(CO)CO	101.9
Nc1ncc(-c2cnn(C3CCNCC3)c2)cc1-c1nc2cc(Cl)ccc2o1	-71.3*
c1ccc(Nc2nnc(-c3cccnc3)s2)cc1	106.5
CCCCOc1nc2c(C)cccc2cc1C(c1cn(Cc2ccccc2)c2ccccc12)c1cn(Cc2ccccc2)c2ccccc12	105.9
COc1ccc(-c2cc(C(=O)OCc3ccc(Br)cc3)nn2-c2ccc(S(C)(=O)=O)cc2)cc1	85.3
O=C1C(Nc2ccc(Br)cc2)=C(I)C(=O)c2ncccc21	-43.2*
O=C(c1ccc(Br)cc1)c1cc2ccccc2o1	88.2
Nc1nc2[nH]c(=O)c(=O)[nH]c2c(=O)[nH]1	97.3
COc1ccccc1NC(C)=O	102.5
O=c1[nH]c2ccccc2cc1CSc1ccc(Nc2nccc(-c3ccc(Cl)cc3)n2)cc1	74.8
COc1ccc(/C=C/c2nc(Oc3ccc(C(=O)/C=C/N(C)C)cc3)c3ccccc3n2)cc1	76.2
CCN1CCN(C(=O)[C@]23CCC(C)(C)C[C@H]2C2=CC[C@@H]4[C@@]5(C)CCC(=O)NC(C)(C)[C@@H]5CC[C@@]4(C)[C@]2(C)CC3)CC1	48.5
CCN(CC)c1ccc2nc3ccc(N=Nc4ccc(N(C)C)cc4)cc3[n+](-c3ccccc3)c2c1	-32.2*
N#CC(C#N)=C(NC(=O)c1ccccc1)SCc1ccccc1	98.4
O=C(O)CCCCC(=O)c1ccccc1	56.3
c1ccc(CCNc2ccc3c(c2)Cc2ccccc2-3)nc1	77.5
CCSc1sc(-c2ccc(C)cc2)nc1[P+](c1ccccc1)(c1ccccc1)c1ccccc1	-47.0*
CC(NC(=O)C1(NC(=O)OCc2ccccc2)CCCC1)C(=O)O (stereo not drawn)	97.2
C=C(C)[C@@H]1CC[C@]2(C(=O)NCCNCCNCCN)CC[C@]3(C)[C@H](CC[C@@H]4[C@@]5(C)CCC(=O)C(C)(C)[C@@H]5CC[C@]43C)[C@@H]12	-35.6*[100 µM]
COC(=O)c1ccc(C2OC34CCCCC3C(C#N)(C(=N)O4)C2(C#N)C#N)cc1 (stereo not drawn)	96.3
O=C(COc1ccccc1)Nc1ccc(-c2nc3ccccc3s2)cc1	89.4
O=C(O)c1c(-c2ccccc2)cnc2ccccc12	102.8
OCc1ncc(-c2ccc(C(F)(F)F)cc2)c(N[C@@H]2C[C@H]3CC[C@@H]2C3)n1	118.6
O=C(Oc1cccc2ccccc12)Oc1cccc2ccccc12	88.4
N#C/C=C(\c1ccc([N+](=O)[O-])cc1)n1nnc2cc(Cl)c(Cl)cc21	13.3
COc1cc(C(=O)OCCC(C)C)cc(OC)c1O	93.1
New compounds follow:
SMILES	HL-60(TB)
CC1CCC(SCc2ccccc2)CC1 (stereo not drawn)	105.1
COc1ccc(C(c2c[nH]c3ccccc23)c2c[nH]c3ccccc23)cc1OC	83.6
CCCCNC(=O)NS(=O)(=O)c1ccc(N2N=C(c3ccc(C)cc3C)CC2c2ccccc2Cl)cc1 (stereo not drawn)	77.4
O=C1c2ccccc2C(=O)c2c1ccc(C(Br)Br)c2Cl	-9.2*
COc1ccc(C)cc1S(=O)(=O)c1ccc([N+](=O)[O-])cc1Cl	98.3
CC(C)c1cc(C(C)C)c(S(=O)(=O)Oc2ccc(NC(=O)c3ccc(Cl)cc3)cc2)c(C(C)C)c1	16.9
Cc1nn(-c2ccccc2)c2nc3c(c(-c4ccc(Cl)cc4)c12)CNC(c1ccc(Cl)cc1)N3 (stereo not drawn)	64.3
O=C(NCc1ccc(N2CCOCC2)cc1)c1ccc(CN2CCCC2)cc1	100.1
O=C1Nc2ccc(Cl)cc2C12NCCc1cc(O)ccc12 (stereo not drawn)	106.9
CC1SC(c2ccc([N+](=O)[O-])cc2)N(NC(=O)C(O)(c2ccccc2)c2ccccc2)C1=O (stereo not drawn)	117.4
O=C(CC1(O)C(=O)N(Cc2ccccc2)c2ccccc21)c1ccc(C(=O)NCC2CCC3(CC2)OOC2(CCCCC2)OO3)cc1 (stereo not drawn)	-67.4*
COc1cc(/C=C2\CC/C(=C\c3cc(CN4CCOCC4)c(O)c(OC)c3)C2=O)cc(CN2CCOCC2)c1O	106.3
OC1CCC2CC12 (stereo not drawn)	96.1
O=C(CSc1nc(-c2ccccc2)cc(=O)[nH]1)Nc1nc(-c2ccccc2)cs1	95.7
O=C(/C=C/c1ccco1)c1ccc([N+](=O)[O-])cc1	124.1
COc1cccc(NC(=O)Nc2ccc(Nc3ncnc4sc(C(=O)NO)c(C)c34)cc2)c1	103.2
FC1(F)CCN(Cc2c[nH]c3cc(Cl)ccc23)C[C@H]1CCc1ccccc1	62.1
COc1ccc(OC)c(N=Nc2c(O)c3ccccc3[nH]c2=O)c1	92.4
c1ccc(COCCOCc2ccccc2)cc1	86.1
COc1ccc(C2SCC(=O)N2c2nnc(Cn3cnnc3)o2)cc1 (stereo not drawn)	80.3
CN(C)N1C2=C(C(=O)CC(C)(C)C2)C(c2ccccc2)c2c1nc(N)c(C#N)c2N (stereo not drawn)	87.7
CCOC(=O)c1cnn2c1NC=C(C(=O)c1ccccc1O)C2C(C)C (stereo not drawn)	109.8
CCN(CC)C(=O)C1CC=CCC1C(=O)O (stereo not drawn)	134.0
COC(=O)c1ccc2oc(NC(=O)c3ccc(NC4CCCCC4)c([N+](=O)[O-])c3)nc2c1	100.2
Clc1ccc(-c2cnn3cc(-c4ccccc4)cnc23)cc1	98.2
Cc1cccc(C)c1CC(N)C(=O)O (stereo not drawn)	94.9
C=CCOc1ccc(Br)cc1CC(=C)C	136.5
O=C(Oc1c(Cl)c(Cl)c(Cl)c(Cl)c1Cl)c1ccc(Cl)cc1	103.4
COc1cc(C(=O)c2cc(C(C)=O)c3ccc(C)cn23)cc(OC)c1OC	8.8*
C=C(CCCCCCCCC)CC(=O)SCCNC(=O)CCNC(=O)C(O)C(C)(C)COP(=O)(O)OP(=O)(O)OCC1OC(n2cnc3c(N)ncnc32)C(O)C1OP(=O)(O)O (stereo not drawn)	108.1
OC(c1ccc(Cl)cc1)C1CCNCC1 (stereo not drawn)	107.4
COc1ccc(C2CC(c3ccc(Cl)cc3)=NN2c2nc(-c3ccccc3)c(C#N)c(=O)n2C)cc1 (stereo not drawn)	92.1
O=C(c1c[nH]c2ccccc12)C(O)C(c1ccccc1)N1CCN(c2ccccc2)CC1 (stereo not drawn)	87.8
CCN(CC)c1ccc(C=O)c(OCc2cn(CC(=O)Nc3ccccc3F)nn2)c1	101.5
CCCSSCCC	101.5
COc1ccc(C2C3CC4C(OC(=O)C42)C3I)cc1 (stereo not drawn)	106.4
CN(C)c1ccc(/C=C2\Cc3c(Br)cccc3C2=O)cc1	84.0
NS(=O)(=O)c1ccc(CCNC(=O)CSc2nc3c(c(=O)[nH]2)CCCC3)cc1	102.9
Nc1cccc2c1C(=O)c1ccccc1-2	118.5
COc1ccc(C2=NN(C(C)=O)C(c3ccc(Cl)cc3)C2)cc1S(=O)(=O)Nc1cccnc1 (stereo not drawn)	102.3

Reprinted at random: two compounds from above, in no set order.
SMILES	HL-60(TB)
CN(C)CC1C(=O)C2CCC1C2 (stereo not drawn)	104.4
COC(=O)C1C(=O)COC1C (stereo not drawn)	96.8

Continuation:
SMILES	HL-60(TB)
COc1ccc(-c2ccc(-c3nc4ccccc4s3)c(=O)[nH]2)cc1	103.3
CCCSc1nc(Nc2ccc(/C(C)=N\NC(N)=S)cc2)c(C#N)c(-c2ccc(OC)cc2)n1	74.0
Cn1cc(-c2cc3ncnc(Nc4ccc(CC(=O)Nc5ccc(F)c(Cl)c5)cc4)c3s2)cn1	63.5
Fc1cccc(-n2ncc3c(Nc4ccc(-c5nnc(-c6ccccc6)o5)cc4)ncnc32)c1	88.3
ClCc1cccc(CSc2ncnc3nc[nH]c23)c1	69.9
Cc1c(-c2ccc(Cl)cc2)n[nH]c1-c1[nH]nc(-c2ccc(Cl)cc2)c1C	85.4
CCC1COS(=O)(=O)CS(=O)(=O)O1 (stereo not drawn)	100.9[100 µM]
NC(=O)Nc1ccc([As](Sc2ccccc2C(=O)O)Sc2ccccc2C(=O)O)cc1	76.5
[2H]c1c(C([2H])([2H])CC)[nH]c(=S)[nH]c1=O	103.0
COc1ccc(/C=C/C(=O)NC(CO)(CO)CO)cc1	98.9
C=CCC(C(=O)OCC)(C(=O)OCC)C(C)CCC (stereo not drawn)	89.4
CC[C@H](Nc1ncnc2nc[nH]c12)c1nc2cccc(NCCCCCC(=O)O)c2c(=O)n1-c1ccccc1	85.3
COc1ccc2c(c1)O/C(=C/c1ccc(OCC(=O)Nc3ccccc3OC)cc1)C2=O	83.9
O=c1cc(-c2ccc(Cl)cc2)[nH]c2ccccc12	44.3
COc1ccc(N2C(=O)CS/C2=N/N=C(\C)c2cc3ccccc3oc2=O)cc1	110.1
CCN(Cc1cccc(S(=O)(=O)O)c1)c1ccc(C(=C2C=CC(=[N+](CC)Cc3cccc(S(=O)(=O)O)c3)C=C2)c2ccc(O)cc2S(=O)(=O)O)cc1	105.8
COc1cc(/C=N/Nc2ccccc2Br)cc(OC)c1OC	89.0
O=[N+]([O-])c1ccccc1N=P(c1ccccc1)(c1ccccc1)c1ccccc1	99.2
COc1ccc(-c2nonc2-[n+]2noc(=O)[nH]2)cc1	99.2
O=C1CCCc2c1ccc1ccccc21	93.4
CCC(=O)N(CCC(C)C)c1ccccc1	99.5
CCOC(=O)Cn1c(=O)c2c3ccccc3n(C)c2n2nnc(-c3ccccc3)c12	68.5
CC1=NN(c2cccc(Cl)c2)C(=O)/C1=C\c1coc2ccc(Br)cc2c1=O	31.9
Cn1c(=O)c2c(ncn2CC(O)CO)n(C)c1=O (stereo not drawn)	124.1&104.6

Of the compounds above, eight contain a cyano group:
SMILES	HL-60(TB)
N#CSc1ncnc2nc[nH]c12	26.5
CC1=C(C#N)C2=NNC(=O)C(=O)NN2C(c2ccccc2)=C1	119.1
N#CC(C#N)=C(NC(=O)c1ccccc1)SCc1ccccc1	98.4
COC(=O)c1ccc(C2OC34CCCCC3C(C#N)(C(=N)O4)C2(C#N)C#N)cc1 (stereo not drawn)	96.3
N#C/C=C(\c1ccc([N+](=O)[O-])cc1)n1nnc2cc(Cl)c(Cl)cc21	13.3
CN(C)N1C2=C(C(=O)CC(C)(C)C2)C(c2ccccc2)c2c1nc(N)c(C#N)c2N (stereo not drawn)	87.7
COc1ccc(C2CC(c3ccc(Cl)cc3)=NN2c2nc(-c3ccccc3)c(C#N)c(=O)n2C)cc1 (stereo not drawn)	92.1
CCCSc1nc(Nc2ccc(/C(C)=N\NC(N)=S)cc2)c(C#N)c(-c2ccc(OC)cc2)n1	74.0
